DAGLB inhibitor – blocks human DAGLB lipase activity; Q8NCG7; inhibition, % at 5.17 µM; HEK293T DAGLB membrane lysate, EnzChek fluorogenic substrate; 0.059% of 340,000 active; AID 504411; in the data active means inhibition above about 34%;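 further: 0% = enzyme with vehicle and 100% = wells lacking enzyme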
Target sequence (Q8NCG7 whole entry, looked up): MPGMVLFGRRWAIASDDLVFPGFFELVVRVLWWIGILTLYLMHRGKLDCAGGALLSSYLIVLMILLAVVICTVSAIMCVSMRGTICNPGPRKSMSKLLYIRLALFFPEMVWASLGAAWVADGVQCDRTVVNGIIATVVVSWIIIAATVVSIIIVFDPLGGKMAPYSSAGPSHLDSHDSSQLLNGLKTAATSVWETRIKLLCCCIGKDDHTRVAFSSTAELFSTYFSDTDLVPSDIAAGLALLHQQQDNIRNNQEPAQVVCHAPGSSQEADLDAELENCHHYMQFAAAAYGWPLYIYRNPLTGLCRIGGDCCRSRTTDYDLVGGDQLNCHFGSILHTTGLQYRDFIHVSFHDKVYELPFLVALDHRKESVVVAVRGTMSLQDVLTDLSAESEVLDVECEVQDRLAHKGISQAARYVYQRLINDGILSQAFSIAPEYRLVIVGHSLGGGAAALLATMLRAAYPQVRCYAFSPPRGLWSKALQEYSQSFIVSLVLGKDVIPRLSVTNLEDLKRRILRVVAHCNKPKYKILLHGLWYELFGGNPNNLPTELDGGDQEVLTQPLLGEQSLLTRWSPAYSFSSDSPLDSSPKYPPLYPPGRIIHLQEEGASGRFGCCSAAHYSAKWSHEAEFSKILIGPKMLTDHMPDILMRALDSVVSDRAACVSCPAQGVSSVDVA
Mot1-301 SUMO – SUMOylation pathway inhibition by Mot1-301 growth rescue; S. cerevisiae Mot1-301 growth rescue, ATP luminescence, 38.5C; percent above DMSO median, 100 means doubled; growth rescue, % at 18.8 µM; 1% of 320,000 active; AID 2716;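 active means every valid replicate shows activation above 250% relative to neutral control wells; inactive means the rest, any valid replicate at or below 250%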;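 further: OY570 slx delta 5 strain wells were the positive control but not used for scaling; some compounds called inactive have numbers as strong as hits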
E coli growth – counter-screen for AddAB inhibitors: E. coli growth inhibition. E. coli V3065 growth, OD600 absorbance, 18 h. inhibition, % at 11.9 µM. 0.27% of 330,000 active. AID 449728;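 active means inhibition above the campaign's mean inhibition across all tested compounds plus 3 SD, cut at about 9.9% in these data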;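 further: uninfected addAB+ strain grown without phage in ampicillin broth; 0% = DMSO wells and 100% = ciprofloxacin 0.95 µg/ml wells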
phage Ecoli inh – E. coli growth loss with phage present; inhibition, % at 11.9 µM; growth absorbance; 0.26% of 360,000 active; in the data active means inhibition above about 11%
HTR5A ag ctr – counter-screen for OPRM1-OPRD1 agonists: human HTR5A agonism | activation, % at 9.3 µM | 0.61% of 340,000 active | HTR5A agonist assay, luminescence, cell-based; in the data active means activation mostly above about 9.5%, no sharp cut-off; inactive means mostly below about 7.6%;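 further: 0% = cells with vehicle only and 100% = reference agonist; strong numbers were not always called active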
Tat transport – inhibitors of E. coli Tat protein transport; E. coli MC4100 TorA-mCherry Tat export, fluorescence; inhibition, % at 10 µM; 0.036% of 340,000 active; AID 488895;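 active means mean replicate inhibition at least 50% and at least half of replicates individually reaching 50%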;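 further: exported cargo escapes ClpAP degradation while cytoplasmic cargo is degraded and loses fluorescence; 0% = median of neutral control wells and 100% = median of NaSCN control wells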
AddAB inh – less growth of phage-infected E. coli with AddAB; E. coli expressing H. pylori AddAB, absorbance growth; inhibition, % at 11.9 µM; 0.29% of 330,000 active; in the data active means inhibition above about 12%;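 further: 0% = vehicle wells of infected cells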
HTR5A inv ag – HTR5A inverse agonism, opioid heterodimer counter-screen | HTR5A cell line, luminescence | inhibition, % at 9.3 µM | 0.083% of 340,000 active; in the data active means inhibition mostly above about 23%, no sharp cut-off; inactive means mostly below about 18%;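 further: 0% = cells with DMSO and 100% = no-cell wells with DMSO; some compounds called inactive have numbers as strong as hits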
PKA-R1A act – activators of PKA-R1A complex. activation, % at 11.4 µM. 0.083% of 340,000 active. PKA-R1A dissociation, Cy5-IP20 fluorescence polarization; scaled: DMSO 0%, 113 µM cGMP 100%;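 active means percent activation above the mean of all tested compounds plus 3 SD, cut at about 19% in these data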;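 further: higher means more PKAc released from R1A so a rise in polarization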
CDK5 p35 inh – CDK5/p35 (human) kinase inhibition; Q00535+Q15078; Recombinant CDK5/p35, ADP-Glo luminescence, 60 min; inhibition, % at 10 µM; 0.01% of 330,000 active; AID 488839;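 active means highest replicate inhibition of at least 50% and at least 75% of replicates reaching 50%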;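 further: plate controls were DMSO neutral control for no effect and GW8510 at 10 µM for full effect; many of its hits are not listed in these tables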
PKA-R2B act – PKA-R2B complex activation | AID 504700 | 0.079% of 340,000 active | P22694+P31323 | PKA-R2B holoenzyme dissociation, Cy5-IP20 fluorescence polarization; R2B truncated from residue 108, S112A mutant; 0% DMSO only, 100% 113 µM cGMP | activation, % at 11.4 µM;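 active means activation above a cutoff set at the mean over all compounds plus 3 SD, cut at about 18% in these data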;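 further: higher means more holoenzyme dissociation and a rise in polarization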
Target sequence (P31323 whole entry, looked up, other chains not shown, the tested form may be a part): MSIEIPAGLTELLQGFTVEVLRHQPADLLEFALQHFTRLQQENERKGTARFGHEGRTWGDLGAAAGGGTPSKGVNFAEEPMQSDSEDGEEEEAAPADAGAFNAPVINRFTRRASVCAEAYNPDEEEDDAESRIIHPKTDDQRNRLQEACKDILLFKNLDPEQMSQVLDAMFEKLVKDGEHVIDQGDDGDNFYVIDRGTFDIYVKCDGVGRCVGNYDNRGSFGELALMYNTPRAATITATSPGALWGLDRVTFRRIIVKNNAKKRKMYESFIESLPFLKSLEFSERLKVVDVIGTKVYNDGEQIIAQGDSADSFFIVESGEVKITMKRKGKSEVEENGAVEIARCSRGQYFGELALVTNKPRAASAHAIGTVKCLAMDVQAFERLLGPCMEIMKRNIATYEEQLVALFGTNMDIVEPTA
* marks the source's active call; other numbers are inactive results; nt = no result given.

The first three entries, ahead of the listing:
SMILES	DAGLB inhibitor	Mot1-301 SUMO	E coli growth	phage Ecoli inh	HTR5A ag ctr	Tat transport	AddAB inh	HTR5A inv ag	PKA-R1A act	CDK5 p35 inh	PKA-R2B act
COC(=O)c1ccc(-c2noc(CN(C)Cc3ccncc3C)n2)cc1	-1.5	112.0	0.2	2.9	-2.7	-2.5	1.6	7.5	-3.5	1.0	-2.4
O=C(COc1cccnc1[N+](=O)[O-])N1CCN(S(=O)(=O)c2ccc3ccccc3c2)CC1	-1.5	11.8	-1.5	0.6	2.9	4.0	2.6	1.7	-7.0	0.9	5.0
Cc1ccc(C(=O)NCCSc2ccccc2)cc1S(=O)(=O)Nc1ccccc1	-4.8	-0.9	-2.7	0.9	-0.6	4.4	-0.8	-10.1	-9.2	1.6	-7.3

Main list, from the start:
SMILES	DAGLB inhibitor	Mot1-301 SUMO	E coli growth	phage Ecoli inh	HTR5A ag ctr	Tat transport	AddAB inh	HTR5A inv ag	PKA-R1A act	CDK5 p35 inh	PKA-R2B act
COC(=O)c1ccc(-c2noc(CN(C)Cc3ccncc3C)n2)cc1	-1.5	112.0	0.2	2.9	-2.7	-2.5	1.6	7.5	-3.5	1.0	-2.4
O=C(COc1cccnc1[N+](=O)[O-])N1CCN(S(=O)(=O)c2ccc3ccccc3c2)CC1	-1.5	11.8	-1.5	0.6	2.9	4.0	2.6	1.7	-7.0	0.9	5.0
Cc1ccc(C(=O)NCCSc2ccccc2)cc1S(=O)(=O)Nc1ccccc1	-4.8	-0.9	-2.7	0.9	-0.6	4.4	-0.8	-10.1	-9.2	1.6	-7.3
CCOC(=O)c1c(C)[nH]c(C)c1C(=O)COC(=O)[C@@H](NC(=O)c1ccco1)C(C)C	1.8	5.9	-3.5	2.2	-4.3	1.3	-0.4	16.8	5.2	-2.0	7.6
CC(=O)N1CCc2cc(NS(=O)(=O)c3cccs3)ccc21	6.6	nt	1.1	0.7	3.3	-8.0	1.1	-9.2	-0.3	0.6	10.1
COc1ccc(CN(Cc2ccc(C(=O)O)cc2)C(=S)Nc2ccccc2F)cc1OC	2.6	nt	0.0	0.5	4.0	-13.8	-0.7	17.6	-10.4	1.0	-11.2
CCOc1ncccc1C(=O)OCc1cc(=O)oc2c(C)c(C)ccc12	-2.6	nt	nt	2.2	3.2	4.8	nt	5.9	11.0	0.7	0.3
CCN1C(=O)NC(c2ccccc2)(c2ccccc2)C1=O	-1.6	7.2	-1.4	-3.0	2.0	-0.4	-2.5	-10.0	8.2	0.0	0.4
CN(Cc1ccc(-n2cccn2)cc1)C(=O)c1cnn2c1NC(c1ccco1)CC2C(F)(F)F (stereo not given)	1.8	nt	nt	-0.3	3.3	4.7	nt	-8.0	-13.6	-1.3	-11.9
Nc1[nH][nH]c(=O)c1N=Nc1cccc(Cl)c1	10.8	7.2	-2.2	3.2	1.5	5.6	-2.0	-3.6	3.1	-0.2	6.1
O=C(CSc1nc2ccccc2s1)Nc1ccc2c(c1)OCO2	-2.9	22.5	-2.1	5.2	-1.0	-0.3	1.0	2.7	3.8	1.7	-16.0
COc1cc(OC)c2c(c1O)OC(c1ccccc1)CC2=O (stereo not given)	-2.5	696.3*	-1.3	3.1	0.9	0.6	6.2	-21.4	-4.4	3.5	-10.7
O=C(COC(=O)c1cnccn1)c1ccc(-c2ccccc2)cc1	0.5	44.9	-0.7	0.2	-0.4	4.1	-1.4	7.6	-1.2	-0.5	-9.6
O=C(Nc1cccs1)Nc1ccc(Br)cc1F	-1.4	-11.5	3.8	10.7	0.1	-5.1	5.3	-12.8	-1.3	-2.2	-7.1
CCOC(=O)C1CCN(Cc2cccc(Oc3ccccc3)c2)CC1	-7.4	88.3	0.3	1.4	-2.9	-7.0	6.0	10.7	-10.5	0.0	-1.4
CCCc1nc2oc3ccccc3c(=O)c2c(=O)n1CCCOC	1.0	-17.7	0.8	7.0	-3.0	-1.9	2.5	-7.6	-2.9	1.2	8.3
Cc1ccc(S(=O)(=O)N2CCN(C(=O)c3ccc(S(=O)(=O)N4CCCC4)cc3)CC2)cc1	-1.8	-6.3	3.4	-0.2	2.0	-2.3	3.4	-7.7	-5.1	-2.5	5.8
CN(C)NC(=O)c1csnc1-c1c(Cl)cccc1Cl	-1.0	-9.3	1.5	-1.6	-2.9	2.6	6.4	-22.2	-0.9	0.7	-7.1
CC1(C)CC(=O)C2=C(C1)Nc1ccccc1NC2c1ccccn1 (stereo not given)	1.9	75.5	0.8	3.1	-2.5	-3.6	-0.5	6.7	-4.4	0.7	-9.2
CC(C)OC(=O)C(NC(=O)c1ccccc1)=C1CCCCC1	-0.5	-3.3	-0.6	1.6	9.8	-1.0	2.5	-26.4	-0.7	-1.3	-5.7
C[C@H]1CN([C@@H](C)CO)C(=O)c2cccc(NC(=O)Nc3ccc(C(F)(F)F)cc3)c2O[C@@H]1CN(C)S(=O)(=O)c1ccc(Cl)cc1	2.8	-1.6	3.8	7.3	8.3	3.0	5.2	-7.8	-7.6	-0.6	-1.5
CCCC1(C(=O)OCC)NC(c2ccc(N(C)C)cc2)C2C(=O)N(c3ccc(F)cc3)C(=O)C21 (stereo not given)	1.0	28.3	-1.3	3.7	0.3	10.8	0.1	-9.1	-11.7	-0.8	-2.6
CCOC(=O)C1CCCN(C(=O)c2cc3ncc(Br)cn3n2)C1 (stereo not given)	0.6	-6.4	0.7	0.5	2.4	-0.1	4.3	0.6	-6.6	0.4	-3.7
CC(c1ccc(F)cc1)n1cc(C(=O)NCCN(C)C)nn1 (stereo not given)	1.9	3.6	0.8	3.5	3.8	-4.7	-0.2	14.9	0.7	-1.1	2.9
CC(=O)Nc1ccc(SCCN2CC[C@@H](C)CCC2=O)cc1	1.7	8.1	3.2	4.1	2.7	-0.6	2.5	-7.3	-1.6	-3.1	-6.9
CCc1cc(C(=O)N/N=C/c2ccc(O)cc2O)c2ccccc2n1	2.5	9.5	-3.5	-0.2	1.6	-5.0	-3.9	-5.1	-2.2	-0.3	-9.5
[O-][N+]1=C2CCC/C(=N\O)C2=NC12CCCCC2	3.2	100.2	1.6	4.5	-5.7	-3.5	1.6	-31.9	5.0	0.9	-7.9
CCOC(=O)c1c(C)[nH]c(C(=O)N/N=C/c2ccc(Br)cc2)c1C	-13.5	-1.7	1.4	2.1	9.4	-3.0	6.9	-0.7	-21.0	0.5	-1.1
O=S(=O)(NCC1CCCO1)c1ccc(S(=O)(=O)N(Cc2ccc(F)cc2)C2CCCCC2)cc1 (stereo not given)	-0.6	27.4	2.5	4.7	-1.2	11.2	-0.5	-6.8	-3.3	-2.2	8.0
O=C(Cc1cccs1)Nc1cccc(-c2ccc3nncn3n2)c1	-4.4	165.9	3.3	0.1	-1.9	-1.7	1.8	-13.7	-4.7	-2.0	-0.9
COc1ccc(-n2c(C(C)n3nc(C)c([N+](=O)[O-])c3C)n[nH]c2=S)cc1 (stereo not given)	0.9	-10.3	-2.1	-1.0	8.1	-4.8	-0.5	-22.2	-18.9	-4.6	0.2
Cc1nc(N2CCCCC2)sc1C(=O)c1ccc(SCCO)c([N+](=O)[O-])c1	-3.8	-9.0	-3.3	1.3	-0.7	4.7	0.2	1.8	-7.6	-0.1	-6.0
CC(=O)Nc1ccc(S(=O)(=O)Nc2nnc(CC(C)(C)C)s2)cc1	0.2	29.8	-0.7	3.6	-2.3	-2.8	-1.3	-6.3	-7.6	0.0	-3.2
O=C(N/C(=C\c1ccc(Br)cc1)C(=O)N1CCCC1)c1ccccc1F	-0.8	-3.9	-0.9	2.3	-2.3	-9.2	-1.0	6.0	12.2	1.9	4.1
CN(Cc1ccno1)C(=O)CC1C(=O)NCCN1CC(c1ccccc1)c1ccccc1 (stereo not given)	0.8	18.6	-1.3	2.6	3.0	4.5	-3.4	-12.5	1.4	-1.4	-0.7
COc1ccc(CC(=O)NCCc2ccc(OC)c(OC)c2)cc1	-3.0	-4.6	-0.3	4.3	4.6	-2.3	-2.4	-18.2	-4.5	1.2	1.8
NC(=O)c1cccc2c3c([nH]c12)CCCC3	-1.8	5.9	-0.5	nt	2.7	8.1	-1.6	-10.9	10.7	1.7	3.9
CC(C)CCOc1cccc(OCC(=O)Nc2ccncc2)c1	0.5	317.1*	-0.1	2.2	3.4	2.7	0.7	-9.1	-0.7	1.8	-0.9
CCOC(=O)c1cnn(-c2ccccc2)c1-n1cccc1C(=O)C(=O)Nc1ccccc1	-5.6	-12.5	0.5	-0.3	-2.9	8.5	5.0	6.9	-13.0	-0.5	-3.3
O=C(NCCc1nnc2ccc(N3CCCCCC3)nn12)c1ccccc1F	1.5	-20.9	-1.5	-2.1	3.0	-2.0	-1.4	2.2	0.1	-0.6	2.6
C=CCn1c(SCC(=O)NC2CC2)nc2sc(CC)cc2c1=O	-1.2	nt	0.1	2.3	0.3	0.9	-1.0	9.2	-2.5	1.9	-3.4
CN(C)c1ccc(/C=N\Nc2ccccn2)cc1	2.1	457.9*	-1.2	2.5	4.5	10.6	4.0	-16.9	7.2	1.8	5.3
O=C(c1cc2cc(F)ccc2[nH]1)N1CCC(Cc2ccccc2)CC1	-6.4	-5.3	1.2	2.9	2.9	5.4	0.6	-10.3	-9.2	-0.6	-6.2
COc1ccc(C(CCNC(C)c2ccccc2)c2ccc(F)cc2)cc1 (stereo not given)	-1.3	-21.1	4.7	1.1	5.3	-12.0	9.1	-18.1	-15.0	-0.2	7.4
CCCN(CC(=O)NC(=O)NC1CCCCC1)CC(=O)Nc1cc(Cl)ccc1Cl	-0.1	-3.1	0.2	0.6	-3.3	11.5	0.9	8.2	9.1	-1.7	-5.5
Cc1ccc(C(=O)NCC(=O)NC2CCC(C)CC2)s1 (stereo not given)	-0.2	-6.1	-0.7	0.3	0.4	5.0	1.3	-1.0	-4.9	-1.3	6.5
Cc1cccc(NC(=O)CN(c2ccc(C(C)C)cc2)S(=O)(=O)c2c(C)nn(C)c2C)n1	0.7	-11.7	1.6	-1.9	5.1	-1.2	-0.7	-14.4	8.8	0.2	-0.4
COc1ccc(Cl)cc1NC(=O)CSc1nnc(C)c(=O)n1N	1.0	14.8	1.3	3.7	1.6	-3.5	1.5	-40.2	0.3	-0.8	3.0
Cc1ccc(NC2CCCN(C(=O)c3cccc(-c4ncc[nH]4)c3)C2)cc1C (stereo not given)	-0.5	43.6	-1.2	4.5	-1.7	7.5	3.7	7.0	11.1	nt	1.8
COc1cccc(CN(c2ccccc2C(=O)O)S(=O)(=O)c2ccc(C)cc2)c1	-10.1	nt	nt	1.5	1.4	-7.6	nt	-5.5	0.8	0.9	-10.6
O=C(CN1C(=O)C2C3C=CC(C3)C2C1=O)NC1CCCc2ccccc21 (stereo not given)	1.2	nt	1.1	1.1	0.8	-6.3	0.2	33.3	8.6	-0.2	1.4
COc1cccc(-c2csc(N3CCN(CC(=O)NNC(=O)c4ccco4)CC3)n2)c1	-0.3	-13.7	0.7	1.4	1.0	-2.0	-0.3	-36.5	-5.1	0.1	-6.5
COC(=O)C1=C(C(=O)OC)[C@@H]2N(C)c3ccccc3[C@@]23C[C@@H](C(=O)OC)N(C(=O)c2cccs2)C3=N1	3.7	226.7	-1.5	0.6	1.8	-6.1	1.3	-2.9	-7.1	0.0	1.1
CC(C)(C)OC(=O)N1CCN(C(=O)Nc2ccc3c(c2)OCCO3)CC1	1.5	81.4	0.7	0.8	5.8	2.8	-2.2	11.7	9.0	0.6	2.5

Screening results deposited in PubChem BioAssay by several laboratories.
